GLP1R inv ag = qHTS of GLP-1 Receptor Inverse Agonists (Inhibition Mode); 1.6% of 410,000 active; Potency, µM (highest dose often 38.3 µM), for inactives: at the highest dose activity change, negative = inhibition, usual class: inhibitors; Glucagon-like peptide 1 receptor (Homo sapiens), P43220; HEK293 GLP-1R CRE-luciferase, luminescence, 24 h; GLP-1R form is constitutively active; also: potency is read from the fitted curve at half-maximal effect; % is scaled to controls: 0 for no effect and ±100 for the full control effect; nearly all actives have a fitted effect of over 55% in size
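Luminescence readout: a drop in cAMP-driven luciferase signal flags inverse agonism at a constitutively active GLP-1R stably expressed in HEK293. Compound exposure lasted 24 hr at 37 deg C, 5% CO2.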
Abeta rescue = qHTS for compounds that reverse cellular toxicity of Amyloid beta (A-beta) peptide in yeast: Primary Screen | yeast expressing A-beta42, growth rescue, OD600, 48 h; response scale: 0% DMSO, 100% iron-clioquinol control | Potency, µM (titrated, usually from 46.1 µM), for inactives: at the highest dose growth rescue, actives largely listed as activators | 0.063% of 410,000 active | AID 1347071, 2019; also: potency is read from the fitted curve at half-maximal effect; nearly all actives have a fitted effect of over 55% in size
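Growth rescue measured by 600 nm absorbance after 48 h yeast culture at 30 C with compound. Values normalized between DMSO and an equimolar ferric chloride plus clioquinol control.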
TDP43 rescue = qHTS of TDP-43 Inhibitors. TDP-43 expressing yeast growth rescue, BacTiter-Glo, 24 h. Potency, µM (series often up to 46.1 µM), for inactives: top-dose growth rescue (activation), hits mostly activators. 1.8% of 410,000 active. AID 652104, 2013; also: potency is read from the fitted curve at half-maximal effect; % of control where 0% means no effect; nearly all actives have a fitted effect of over 50% in size
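In this qHTS, compounds that restore growth of yeast expressing TDP-43 appear as activators. Cells (OD600=0.02, galactose medium, raffinose-pregrown) are incubated with compound 24 hr at 30 deg C and growth is quantified by BacTiter-Glo.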
GLP1R ag = qHTS of GLP-1 Receptor Agonists. Glucagon-like peptide 1 receptor (Homo sapiens), P43220. HEK293 GLP-1R CRE-luciferase, luminescence, 4-6 h; cells express a hypersensitive GLP-1R form. Potency, µM (titrated, usually from 45.6 µM), for the others: top-dose activation, hits mostly activators. 0.007% of 380,000 active; also: potency is read from the fitted curve at half-maximal effect; % of control where 0% means no effect
pAkt inh = HTS Assay for Inhibitors of Akt Phophorylation: Primary Screen. Neuro2A IGF-stimulated pAkt S473 HTRF, 20 min; active compounds read low. activity change, % for hits at 50 µM. 0.32% of 360,000 active. AID 651550, 2012; in the data active = activity change below about -80%; inconclusive = mostly about -51% to -80%; also: % is scaled to controls: 0 for no effect and ±100 for the full control effect
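Single-point screen (50 µM final compound) in Neuro2A cells stimulated 20 min with 6 nM IGF at 37 deg C. After lysis, Ser473-phosphorylated Akt read by HTRF (ex 330 nm, em 615/665 nm) as the 665/615 ratio.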
aSyn rescue = qHTS of alpha-syn Inhibitors; Yeast expressing alpha-synuclein, growth rescue, BacTiter-Glo, 24 h; Potency, µM (series often up to 46.1 µM), for the others: top-dose growth rescue (activation), usual class: activators; 0.14% of 370,000 active; AID 652106, 2013; also: potency is read from the fitted curve at half-maximal effect; % of control where 0% means no effect; nearly all actives have a fitted effect of over 65% in size
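Galactose-induced alpha-syn yeast (OD600=0.02, raffinose-pregrown) + pinned cpd, 24 hr, 30 deg C; growth by BacTiter-Glo luminescence. Growth restoration scores as activation.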
FUS yeast rescue = qHTS for Suppressors of FUS Proteinopathy: Primary screen using FUS-linked yeast assay; S. cerevisiae FUS-expressing, growth rescue, OD600, 24 h; Potency, µM (titrated, usually from 76.6 µM), without a hit: at the top dose growth rescue (activation), hits mostly activators; 0.24% of 390,000 active; AID 1347120, 2019;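 also: potency is read from the fitted curve at half-maximal effect; plate controls were DMSO vehicle for no effect and reference control for full effect; nearly all actives have a fitted effect of over 55% in size; some results filed as inactive show a strong effect at the top dose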
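Quantitative HTS measuring growth restoration of FUS-toxic yeast. Galactose-induced cells (OD 0.005) were exposed 24hr at 30C to compounds at several concentrations, then absorbance at 600 nm was recorded.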
DRD3 antagonist = qHTS of D3 Dopamine Receptor Antagonist: qHTS; D3R cells, DiscoveRx beta-arrestin luminescence, antagonist mode; active compounds read low; max response, negative = inhibition, %; 2.5% of 360,000 active; in the data active = max response below about -50%; inconclusive = no clear call, values can overlap the other calls; also: % is scaled to controls: 0 for no effect and ±100 for the full control effect; mostly tested at two doses, the higher about 12 µM
Target sequence (P35462 whole entry, looked up): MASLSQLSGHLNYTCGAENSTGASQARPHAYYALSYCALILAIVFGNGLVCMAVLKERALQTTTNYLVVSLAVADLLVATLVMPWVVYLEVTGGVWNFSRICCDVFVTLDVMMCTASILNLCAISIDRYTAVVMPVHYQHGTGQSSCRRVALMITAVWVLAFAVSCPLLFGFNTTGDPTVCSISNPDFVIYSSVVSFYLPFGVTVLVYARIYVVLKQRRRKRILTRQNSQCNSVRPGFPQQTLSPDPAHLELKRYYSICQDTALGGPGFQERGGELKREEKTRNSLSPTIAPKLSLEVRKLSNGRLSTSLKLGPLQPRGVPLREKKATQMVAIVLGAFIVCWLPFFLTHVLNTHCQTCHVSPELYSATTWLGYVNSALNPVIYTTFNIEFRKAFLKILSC
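Cells expressing the human receptor were seeded at 1500 cells/well, incubated overnight at 37 degrees C in 5% CO2, then exposed to library compounds with dopamine controls for 90 minutes at 37 degrees C before luminescent detection.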
PTHR1 agonist = qHTS for PTHR1 Agonists: Primary Screen; Parathyroid hormone/parathyroid hormone-related peptide receptor (Homo sapiens), Q03431; HEK293 GP2 PTHR1 cells, GloSensor cAMP luminescence, 1 h; Potency, µM (titrated, usually from 115 µM), for inactives: at the highest dose activation, actives largely listed as activators; 0.075% of 410,000 active; also: potency is read from the fitted curve at half-maximal effect; nearly all actives have a fitted effect of over 55% in size; some results filed as inactive show a strong effect at the top dose; inactives centre near -15; many of its hits are not listed in these tables
Target sequence (Q03431 whole entry, looked up): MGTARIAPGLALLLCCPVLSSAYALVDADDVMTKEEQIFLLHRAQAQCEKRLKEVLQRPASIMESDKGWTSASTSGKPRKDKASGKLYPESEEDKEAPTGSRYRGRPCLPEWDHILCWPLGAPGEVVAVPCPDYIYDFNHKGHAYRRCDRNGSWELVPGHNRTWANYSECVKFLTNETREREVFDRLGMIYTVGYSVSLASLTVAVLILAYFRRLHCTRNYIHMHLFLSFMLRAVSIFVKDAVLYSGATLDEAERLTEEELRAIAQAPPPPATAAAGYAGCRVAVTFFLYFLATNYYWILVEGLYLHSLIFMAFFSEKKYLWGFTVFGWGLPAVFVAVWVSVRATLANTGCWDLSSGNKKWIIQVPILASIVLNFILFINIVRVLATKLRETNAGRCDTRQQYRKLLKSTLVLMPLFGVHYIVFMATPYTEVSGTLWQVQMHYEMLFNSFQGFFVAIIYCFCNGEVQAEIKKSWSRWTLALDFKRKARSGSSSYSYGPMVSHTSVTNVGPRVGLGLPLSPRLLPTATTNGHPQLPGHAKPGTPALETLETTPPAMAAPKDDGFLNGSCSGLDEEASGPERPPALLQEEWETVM
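HEK-293-derived GP2 cells expressing PTHR1 and a GloSensor cAMP reporter, 3,000/well, plated overnight, given luciferin plus IBMX (each 0.5 mM as added) for 1 h at 37 °C, then compound for 1 h at 37 °C. Luminescence was read after 15 min at room temperature.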
Starred values were filed as active, the others as inactive; i = inactive; ? = inconclusive; / = no result given; [ ] = dose if it differs, or a comment. Unless noted, calls follow the shape of the dose curve; as a rule, active = well fitted curve in the direction sought with a large enough effect; inconclusive = small, poorly fitted or top-dose-only effect, or another doubt; inactive = no such curve, though single readings can be large; an effect the other way counts as inactive or inconclusive.

no.	SMILES	GLP1R inv ag	Abeta rescue	TDP43 rescue	GLP1R ag	pAkt inh	aSyn rescue	FUS yeast rescue	DRD3 antagonist	PTHR1 agonist
1	COCCCn1c(SCC(=O)Nc2ccccc2OC)nc2c(sc3ccccc32)c1=O	6.5%	-16.3%	-4.5%	/	/	/	18.2%	/	-23.7%
2	COc1cccc(-c2nnc(-c3ccccc3NC(=O)c3ccc(F)cc3F)o2)c1	4.4%	-13.0%	-0.6%	-1.1%	/	-6.3%	-5.6%	/	-18.7%
3	Cc1ccc(-c2cn3c(n2)SCC3)cc1	6.7%	-2.7%	3.1%	8.6%	i	-5.6%	5.2%	-13.7	-22.5%
4	Nc1c(C(=O)CSc2nnnn2-c2ccccc2)c(=O)[nH]c(=O)n1C1CC1	3.7%	-4.8%	0.0%	-0.4%	i	-12.7%	-9.3%	9.7	i
5	CC(C)Oc1cccc(NC(=O)c2cnccc2C(F)(F)F)c1	-13.6%	18.9%	-4.6%	-2.8%	i	-7.0%	17.1%	4.2	i
6	O=C(C1CCN(Cc2ccc(Cl)cc2)CC1)N1CCN(Cc2ccc3c(c2)OCO3)CC1	?	2.7%	11.0%	-1.3%	i	-5.8%	/	5.3	i
7	COCCCNC(=S)N1CCN(C(=O)c2ccco2)CC1	1.4%	17.5%	7.3%	0.1%	i	0.9%	-17.5%	3.3	i
8	COc1ccc(NC(=O)COc2nsnc2N2CCCCC2)cc1	-17.7%	-21.3%	4.3%	5.1%	i	-2.8%	30.1%	35.9	-3.2%[57.5 µM]
9	COc1ccc(C2=NS(=O)(=O)N(C)C(C(=O)NCc3cccs3)=C2)cc1OC	35.2%[activator]	-5.3%	9.4%	-6.1%	i	-4.0%	?	13.3	-16.2%
10	O=C(CSc1nc(=O)n(CCN2CCOCC2)c2c1CCC2)Nc1ccc(F)cc1F	7.7%	-11.8%	-2.4%	/	/	/	18.4%	/	-10.6%
11	OCC1(Cc2cccc(Cl)c2)CCCN(Cc2sc(N3CCCC3)nc2Cl)C1 (configuration not stated)	?	12.5%	5.7%	14.5%	i	0.3%	7.0%	-26.0	-52.3%[inhibitor]
12	CC(=O)CSc1nnc(-c2ccc3c(c2)OCO3)o1	?	5.7%	20.5%	-12.1%	i	2.7%	9.9%	-26.4	-18.3%
13	COc1ccccc1C(C)NC(=O)CCC(=O)N1CCN(S(=O)(=O)c2ccc(Cl)cc2)CC1 (configuration not stated)	-13.6%	0.9%	0.0%	-15.2%	i	-0.9%	/	23.8	-24.5%
14	Cc1cccc(S(=O)(=O)N2CN(CC3CCCO3)c3nc4ccccc4nc32)c1 (configuration not stated)	?	-2.1%	9.1%	-3.0%	i	-1.3%	34.5%	6.2	-16.6%
15	COc1ccc(C2(C)NC(=O)N(CC(=O)Nc3ccc(Br)c(C)c3)C2=O)cc1OC (configuration not stated)	?	-4.5%	-3.9%	17.9%	i	-5.5%	21.2%	4.3	-22.5%
16	Cc1csc(SCc2nc3sc4c(c3c(=O)[nH]2)CCC4)n1	10.4%	-2.5%	?	-3.6%	i	-4.7%	28.8%	-8.3	i
17	Cc1onc(-c2c(Cl)cccc2Cl)c1C(N)=O	14.5%	0.9%	-20.4%	-4.1%	i	5.4%	-11.0%	20.7	i
18	COc1cc(OC)c(C2N(c3ccccn3)C(=O)C3CCCN32)cc1OC (configuration not stated)	12.6%	1.8%	15.7%	-0.9%	i	3.3%	-12.4%	20.5	-5.0%[57.5 µM]
19	O=C(COC(=O)c1cnccn1)c1ccc2ccccc2c1	21.0%	-12.4%	-12.6%	-13.7%	i	5.3%	10.6%	-23.7	i
20	COc1ccccc1CNC(=O)c1cccc(NC(=O)c2ccccc2)c1	?	9.5%	17.4%	7.2%	i	-5.4%	7.9%	-16.8	i
21	O=C(N1CCOCC1)C12CC3CC(C1)CC(n1cnc(Cl)n1)(C3)C2	2.2%	-1.4%	-4.9%	9.8%	i	-2.5%	11.8%	-3.6	-17.1%
22	Cc1ccc(S(=O)(=O)N(CC(=O)NCC2CCCO2)Cc2ccc(F)cc2)cc1 (configuration not stated)	-0.5%	6.1%	-9.5%	8.9%	i	8.7%	12.5%	1.7	i
23	Cc1ccc(NC(=O)c2ccc([N+](=O)[O-])o2)c(C)c1	7.2%	-80.6%[inhibitor]	19.5%	-0.7%	i	-9.6%	-23.4%	-0.6	-36.7%[inhibitor]
24	C[C@H](NC(=O)C1CC(=O)N(c2ccc3c(c2)OCCO3)C1)C(=O)NCc1ccco1 (some centres not stated)	2.6%	0.8%	-0.9%	-2.4%	i	3.7%	6.1%	10.4	-4.5%
25	CN1CCN(C2=C(Cl)C(=O)C(c3cnc(N4CCCCC4)s3)=C(Cl)C2=O)CC1	10.8%	-93.9%[inhibitor]	-93.5%[inhibitor]	-0.6%	i	-82.6%[inhibitor]	/	-2.0	-20.8%
26	Cc1ccc(NC(=O)c2oc3ccc(S(=O)(=O)N4CCCCC4)cc3c2C)cc1Cl	0.6%	-5.9%	1.6%	/	/	/	-21.9%	/	-5.5%
27	COc1ccc(NC(=O)C(=O)NCc2ccncc2)c(OC)c1	2.1%	-3.8%	-0.3%	3.3%	i	-3.5%	4.1%	0.2	-19.6%
28	CCOC(=O)c1ccc(CC(=O)c2ccc(O)cc2O)o1	86.5%[activator]	8.7%	13.9%	6.1%	i	4.8%	30.5%	28.8	i
29	S=C(NCCc1ccccc1)N1CCN(C(c2ccccc2)c2ccccc2)CC1	0.0%	11.0%	-7.1%	0.2%	i	-0.7%	/	0.0	i
30	CN1C(=O)/C(=C2\SC(N3CCCCCC3)=NC2=O)c2ccccc21	48.3%[activator]	-22.1%	15.8µM*	11.0%	i	6.7%	32.7%	-67.4*	-15.1%[57.5 µM]
31	COc1ccc(-c2cc(C)no2)cc1S(=O)(=O)N1CCc2ccccc21	10.6%	-9.9%	-2.9%	/	/	/	1.9%	/	-24.9%
32	CCOc1ccc(NC(=O)CN(C)C(=O)c2c(C)nn(-c3ccc(F)cc3)c2Cl)cc1OCC	-28.5%	-3.3%	18.9%	-1.8%	i	-4.0%	25.5%	-7.0	i
33	O=C(O)CSc1nnc(-c2ccccc2)c(-c2ccccc2)n1	-23.1%	6.4%	?	1.7%	i	5.2%	-3.4%	-4.7	?
34	O=C(c1ccc(N2CCOCC2)c([N+](=O)[O-])c1)N1CCCC(C(F)(F)F)C1 (configuration not stated)	31.6%[activator]	10.2%	21.6%	-0.9%	i	-1.1%	18.8%	-9.6	i
35	Cn1nc(C(=O)Nc2ccccc2N2CCOCC2)ccc1=O	17.1%	-22.3%	-3.2%	1.8%	i	-11.2%	/	19.1	i
36	Cc1ccccc1NC(=O)NC1(C(=O)NCc2ccco2)CCCCC1	-13.1%	-6.4%	0.8%	5.2%	i	2.9%	-28.6%	-12.8	i
37	Cc1cc(C(F)(F)F)nn1CC(=O)N(C)c1ccccc1	5.6%	-13.5%	-21.7%[9.22 µM]	14.4%	i	-2.2%	-4.5%	-22.4	i
38	O=C(C[n+]1ccccc1)c1ccc(Cl)cc1	1.0%	0.4%	-3.1%	-1.1%	i	-2.8%	-0.4%	-9.7	i
39	CCC(C)NC(=O)NCc1ccccc1F (configuration not stated)	3.2%	-5.3%	-3.7%	-1.1%	i	0.2%	7.7%	3.7	i
40	COc1cc(/C=C2\C(=N)N3N=C(S(C)(=O)=O)SC3=NC2=O)cc(OC)c1OCCOc1ccc(C)cc1	19.0%	2.5%	-1.1%	-5.4%	i	-1.2%	-46.4%	15.7	-73.4%[inhibitor]
41	CCCN(CCC)C(=O)Cn1c(=O)n(-c2cccc(C(F)(F)F)c2)c(=O)c2c(C)c(C)sc21	5.6%	-10.2%	7.1%	/	/	/	-15.9%	/	i
42	Cc1ccc(S(=O)(=O)N2CCN(C(=O)CN3C(=O)NC(C)(c4ccc(Cl)cc4)C3=O)CC2)c(C)c1 (configuration not stated)	?	-4.6%	21.2%	-4.3%	i	1.1%	?	6.9	-44.4%[inhibitor]
43	COc1ccc(C(=O)OCC(=O)Nc2ccc(Cl)cn2)cc1	10.7%[7.66 µM]	28.0%	9.6%	1.0%	i	-7.6%	3.0%	-3.7	i
44	CCc1ccc(Nc2ncc3c(n2)CC(C)CC3=O)cc1 (configuration not stated)	32.5%[activator]	-6.0%	7.7%	7.6%	i	3.4%	-13.1%	11.1	-9.0%

TDP43 rescue: what is marked active above.
#	smiles	GLP1R inv ag	TDP43 rescue	GLP1R ag	pAkt inh	aSyn rescue	PTHR1 agonist
30	CN1C(=O)/C(=C2\SC(N3CCCCCC3)=NC2=O)c2ccccc21	48.3%[activator]	15.8µM*	11.0%	i	6.7%	-15.1%[57.5 µM]

Bioassay records deposited in PubChem BioAssay by National Center for Advancing Translational Sciences (NCATS).

The list is partial; count on the stated rates, not on these rows.
